# Screens (PubChem BioAssay)
# PAFAH2 FP inh – inhibitors of human PAFAH2. Q99487. recombinant PAFAH2, FP-rhodamine activity probe, fluorescence polarization. inhibition, % at 3.39 µM. actives 0.99% (n = 340,000);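 active = inhibition above the mean over all tested compounds plus 3 SD, cut at about 30% in these data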;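 note: inhibitors block probe labeling of enzyme so polarization drops; 0% = enzyme with DMSO and 100% = wells lacking PAFAH2 protein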
# PREPL inh – inhibits the human prolyl oligopeptidase-like enzyme | recombinant PREPL, fluorescence polarization activity-based probe | inhibition, % at 5.96 µM | actives 0.68% (n = 320,000) | AID 2751; in the data active = inhibition above about 43%;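 note: 0% = enzyme with DMSO and 100% = wells lacking enzyme; many of its hits are not listed in these tables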
# PAD4 FP inh – blocks human protein arginine deiminase 4 | recombinant PAD4, RCA probe fluorescence polarization | inhibition, % at 6.36 µM | actives 0.41% (n = 330,000) | AID 485272;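 active = percent inhibition above a cutoff equal to the mean of all tested compounds plus 3 SD, cut at about 15% in these data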;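 note: 0% = PAD4 with RCA probe and DMSO and 100% = probe without PAD4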
# PAFAH1B3 inh – inhibitors of human PAFAH1B3 | AID 492972 | recombinant PAFAH1B3, FP-rhodamine probe, fluorescence polarization | Q15102 | inhibition, % at 3.39 µM | actives 0.28% (n = 340,000);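 active = inhibition above the screen-wide average of all tested compounds plus 3 SD, cut at about 25% in these data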;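 note: 0% = enzyme with DMSO only and 100% = wells lacking PAFAH1B3 protein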
# Target sequence (Q15102 whole entry, looked up): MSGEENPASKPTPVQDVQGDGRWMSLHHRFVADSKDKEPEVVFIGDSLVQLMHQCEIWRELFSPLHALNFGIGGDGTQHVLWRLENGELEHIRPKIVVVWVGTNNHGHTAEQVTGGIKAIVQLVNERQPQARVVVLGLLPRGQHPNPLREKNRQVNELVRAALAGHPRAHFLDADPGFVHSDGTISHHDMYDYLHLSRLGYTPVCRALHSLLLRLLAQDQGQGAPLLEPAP
# LYPLA2 inh – LYPLA2 (human) inhibition in PME1 counter-screen. O95372. recombinant LYPLA2, FP-Rh probe fluorescence polarization. inhibition, % at 5.9 µM. actives 0.38% (n = 320,000);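 active = inhibition above the screen-wide mean plus 3 SD, limit set per campaign, cut at about 26% in these data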;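 note: 0% = LYPLA2 with DMSO and 100% = wells lacking LYPLA2 enzyme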
# GSTO1 inh – blocks human GSTO1 in RBBP9 counter-screen; P78417; recombinant GSTO1, activity-based probe fluorescence polarization; inhibition, % at 5.96 µM; actives 1.1% (n = 300,000);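 active = inhibition above the campaign mean inhibition plus 3 SD, cut at about 35% in these data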;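 note: 0% = GSTO1-1 with DMSO and 100% = wells lacking GSTO1-1 enzyme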
# pPAFAH FP inh – inhibitors of human plasma PAF acetylhydrolase (pPAFAH); recombinant pPAFAH, FP-rhodamine probe fluorescence polarization; inhibition, % at 3.39 µM; Q13093; AID 463082; actives 1.5% (n = 330,000);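 active = inhibition above the mean inhibition across the screen plus 3 SD, cut at about 25% in these data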;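 note: inhibitors block binding of the rhodamine activity-based probe so polarization drops; 0% = enzyme with DMSO and 100% = wells lacking pPAFAH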
# Target sequence (Q13093 whole entry, looked up): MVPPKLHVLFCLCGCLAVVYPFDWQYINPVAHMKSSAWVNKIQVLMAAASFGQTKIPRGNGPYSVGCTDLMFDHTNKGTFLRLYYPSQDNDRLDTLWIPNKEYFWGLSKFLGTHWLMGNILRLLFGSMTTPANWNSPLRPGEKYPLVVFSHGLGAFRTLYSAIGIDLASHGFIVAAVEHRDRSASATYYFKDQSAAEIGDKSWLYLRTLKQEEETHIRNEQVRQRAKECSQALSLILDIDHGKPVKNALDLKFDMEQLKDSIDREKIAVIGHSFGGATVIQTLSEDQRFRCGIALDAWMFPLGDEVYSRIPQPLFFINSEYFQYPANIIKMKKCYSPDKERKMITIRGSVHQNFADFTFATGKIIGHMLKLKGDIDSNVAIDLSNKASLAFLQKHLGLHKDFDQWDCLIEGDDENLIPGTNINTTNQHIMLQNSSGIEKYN
# LYPLA1 counter – counter-screen for PME1 inhibitors: inhibitors of human LYPLA1; O75608; inhibition, % at 5.9 µM; AID 2174; actives 0.16% (n = 320,000); recombinant LYPLA1, FP-Rh probe fluorescence polarization;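 active = inhibition above the mean of all tested compounds plus 3 SD, set per campaign, cut at about 14% in these data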;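 note: inhibitors block serine hydrolase probe labeling of LYPLA1 so polarization falls; 0% = enzyme with DMSO and 100% = wells lacking LYPLA1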
# PAFAH1B2 FP inh – inhibitors of human PAFAH1B2; P68402; recombinant PAFAH1B2, FP-rhodamine activity probe, fluorescence polarization; inhibition, % at 3.39 µM; actives 1.2% (n = 340,000);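 active = inhibition above the mean of all tested compounds plus 3 SD, cut at about 24% in these data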;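 note: 0% = enzyme with DMSO and 100% = wells lacking PAFAH1B2; many of its hits are not listed in these tables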
# Target sequence (P68402 whole entry, looked up): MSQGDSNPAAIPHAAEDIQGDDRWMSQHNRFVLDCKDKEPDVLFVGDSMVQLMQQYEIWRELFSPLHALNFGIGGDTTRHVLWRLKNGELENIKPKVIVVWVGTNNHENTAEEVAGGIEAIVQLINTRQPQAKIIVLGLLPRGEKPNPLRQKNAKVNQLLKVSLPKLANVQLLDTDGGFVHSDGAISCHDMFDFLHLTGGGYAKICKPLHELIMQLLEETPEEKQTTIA
# An asterisk follows results filed as active; · = not tested or not shown. These rows are one share of the data; count on the stated rates, not on these rows.
SMILES,PAFAH2 FP inh,PREPL inh,PAD4 FP inh,PAFAH1B3 inh,LYPLA2 inh,GSTO1 inh,pPAFAH FP inh,LYPLA1 counter,PAFAH1B2 FP inh
O=C(Nc1ccc(C(=O)N2CCOCC2)cc1)c1ccccc1[N+](=O)[O-],-3.1,6.5,-2.9,0.7,-2.4,5.6,-4.2,-0.3,-3.7
CN(C(=O)CSc1nnc(C2CC2)n1-c1ccccc1)C1CCS(=O)(=O)C1 (stereo unspecified),-8.6,8.7,0.5,-1.1,5.2,·,-0.1,0.5,3.3
CC(=O)Oc1ccc2nc(/C=C/c3ccc(C=O)cc3)oc(=O)c2c1,3.3,4.4,-0.9,16.0,6.7,12.3,-2.9,1.7,7.3
O=C(NNC(=O)c1ccccc1Cl)c1ccc2c(=O)n3c(nc2c1)CCC3,2.3,6.1,1.9,11.0,0.9,·,-1.0,3.0,0.6
N=C1/C(=C/c2ccc(OCc3ccccc3F)cc2)C(=O)N=C2SC(CC(=O)N3CCOCC3)=NN12,4.9,11.4,-4.8,-1.1,2.8,-6.1,12.0,-4.8,10.4
COC(=O)c1ccc(SCC(=O)NC2CCCCC2)c([N+](=O)[O-])c1,2.6,7.8,-5.7,5.9,2.5,6.8,1.5,3.8,4.0
O=C(NCc1nc2ccccc2[nH]1)C1=C[C@H](c2csc3ccccc23)C[C@H](OCc2ccc(CO)cc2)O1,-50.5,-4.4,-3.3,-37.7,-77.7,-12.4,-26.2,-36.5,-17.7
CC(/C=C/c1ccccc1)=N\Nc1ccccc1[N+](=O)[O-],9.1,7.9,0.4,7.4,-1.7,4.0,3.6,0.3,5.9
C=CCOc1cccc(/C=N/NC(=O)C(OC)c2ccccc2)c1 (stereo unspecified),1.3,7.1,-1.2,3.7,4.2,1.7,-2.4,1.2,4.4
O=C(N/N=C/c1sc(N2CCOCC2)nc1-c1ccccc1)c1ccccc1O,-0.3,15.8,-3.1,6.0,-8.6,-2.8,14.0,-4.1,2.6
O=[N+]([O-])c1ccccc1S(=O)(=O)Nc1cccc(-c2ccc(N3CCCC3)nn2)c1,108.7*,5.3,1.5,2.6,2.2,-3.9,3.1,3.2,2.0
Cn1ncc([N+](=O)[O-])c1C(=O)Nc1nc2ccccc2n1CCN1CCCCC1,7.4,1.6,-1.6,7.4,5.4,9.4,2.3,2.2,-1.6
Cc1cccc(CSc2nnc(C)c(=O)n2N)c1,0.8,1.4,-1.4,0.0,5.3,2.5,5.4,-3.3,-0.7
COc1ccc(/C=N/NC(=O)c2ccccc2O)cc1Cn1cc([N+](=O)[O-])cn1,0.9,2.4,-3.2,6.1,-1.5,-7.8,2.8,-4.4,-3.9
CCCNC(=O)NC(=O)CSc1ccc2c(c1)OCCO2,1.4,4.2,4.9,0.0,2.2,32.8,-5.2,1.5,-33.4
CC(=O)N1CCCc2cc(S(=O)(=O)N3CCCC(C(=O)N4CCN(c5cccc(Cl)c5)CC4)C3)ccc21 (stereo unspecified),4.9,35.6,0.5,4.6,21.3,10.9,15.4,7.2,8.3
Cc1nc(C)c(C(=O)N/N=C/c2cn(C)c3ccccc23)s1,-0.6,4.0,-0.8,-4.3,7.2,2.2,2.5,1.6,-4.6
COCCN(C(=O)c1csnn1)C(C(=O)NC1CCCCC1)c1sccc1C (stereo unspecified),0.2,4.4,0.5,5.5,-8.5,-0.5,0.8,-3.0,5.7
Cc1ccc(-c2cc(C(=O)Nc3cc(C)on3)no2)cc1,-8.9,-4.1,-4.7,4.8,2.5,4.6,4.4,4.2,-2.2
COCCSc1ncnc2c1oc1nc3c(cc12)COC(C)(C)C3,1.4,0.3,2.7,4.7,0.6,-6.0,4.9,0.3,8.0
COc1cc(/C=C/C(=O)NNc2c(F)c(F)cc(F)c2F)ccc1OC(F)F,-4.3,18.7,-3.4,1.4,-10.4,0.3,-3.2,-3.2,3.4
NC(=O)N/N=C/c1cc(Br)ccc1OC(=O)c1ccccc1,-7.7,39.5,0.4,7.4,-0.6,14.2,3.2,-0.2,0.3
COC(=O)c1c(C)[nH]c(C(=O)/C=C/c2ccccc2F)c1C,6.5,9.7,0.7,-4.2,9.4,-20.2,8.9,3.0,-0.5
COC(=O)[C@@H](NC(=O)Nc1ccc(OC)cc1)C(C)C,0.1,3.4,-1.9,12.0,-6.3,-4.3,-3.0,1.9,1.2
COC(=O)[C@@]12CCCCN1[C@H](c1ccc(-c3cccc(Cl)c3)cc1)[C@@H]1C(=O)N(C)C(=O)[C@@H]12,4.7,31.3,-3.1,-6.2,·,·,0.5,·,8.5
Cc1ccc(C)c(OCCC(=O)NNC(=O)c2ccncc2)c1,-2.0,9.6,-0.7,9.7,-1.0,10.4,-5.8,-3.6,1.5
CCOC(=O)C1C(c2ccc([N+](=O)[O-])cc2)C2C(=O)NN=C2CC1(C)O (stereo unspecified),·,-5.6,3.5,·,1.3,5.1,0.9,2.0,·
N#Cc1ccccc1OCC(=O)OCCCOC(=O)COc1ccccc1C#N,0.1,-0.1,-1.5,-11.0,5.9,1.9,7.2,3.3,-2.7
O=C(CSc1nnnn1-c1ccc(O)cc1)Nc1ccc(N2CCOCC2)c(Cl)c1,-7.4,26.4,3.7,3.1,5.6,9.3,23.2,-3.9,1.9
Cc1cc(C)c(NS(=O)(=O)c2ccc3c(c2)n(C)c(=O)n3C)c(C)c1,13.1,2.5,-1.3,6.3,7.3,-7.8,9.4,0.5,1.7
COc1cc(/C=C/C(=O)c2ccc(NS(=O)(=O)c3ccc(C)cc3)cc2)cc(OC)c1O,2.0,13.2,-7.5,8.1,-17.2,-4.1,23.5,-15.5,22.9
O=C(NCCCN1CCN(c2ccccc2F)CC1)C1CCCN(S(=O)(=O)c2cnc[nH]2)C1 (stereo unspecified),-2.1,10.8,-6.2,6.8,1.5,-5.0,-4.6,-1.4,2.7
COc1ccc(NC(=O)CN2CCN(c3ccccc3F)CC2)cc1,-3.0,7.6,-0.7,0.6,5.6,2.8,-0.4,3.4,1.9
Cc1cc(C(=O)N/N=C/C(Cl)=C/c2ccccc2)c(C)o1,3.0,9.5,-4.9,4.6,-6.6,-2.0,-3.8,-6.2,6.2
NC(=O)[C@H]1CC2(CC(c3cccc(NC(=O)[C@H]4CCC(=O)N4)c3)=NO2)CN1C(=O)c1cc([N+](=O)[O-])cc([N+](=O)[O-])c1 (stereo partly specified),3.6,5.0,-6.7,0.8,-4.4,-1.7,2.2,-4.1,-0.3
CCOC(=O)CC(=O)CSc1nnc2sc3ccccc3n12,-2.6,2.7,1.9,5.5,-1.5,-1.1,5.1,0.2,-5.4
CC(C)CC(NC(=O)C1CCCCC1)C(=O)NCc1ccccn1 (stereo unspecified),-2.2,7.8,-6.0,5.0,-4.4,1.9,3.2,-1.8,6.5
COc1ccccc1NC(=O)C(C)Sc1nccn1C (stereo unspecified),-0.8,16.7,0.9,-4.1,2.8,·,-1.1,0.1,1.8
O=C(O)CSCC(=O)NCc1ccc(Cl)cc1,3.0,-2.8,3.3,-1.0,-6.1,2.6,-2.3,0.2,4.5
CC1Cc2ccccc2N1S(=O)(=O)c1cccc(C(=O)NC2CC2)c1 (stereo unspecified),12.0,0.6,1.6,-2.7,3.7,5.5,1.0,0.0,5.5
COc1ccccc1Oc1ccccc1C(=O)O,-1.8,-17.1,1.0,3.7,0.6,-8.5,-5.0,0.2,0.5
N#CCCN(C(=O)COC(=O)Cc1c[nH]c2ccccc12)c1ccccc1,-2.8,25.0,-4.5,13.9,2.2,4.0,8.1,-3.0,5.8
COc1ccc(Cn2c(CO)cnc2SCC(=O)Nc2cccc(NC(C)=O)c2)cc1,-0.1,-4.6,0.7,5.1,-2.6,9.1,-1.3,-3.0,1.4
COc1ccc(Oc2nccc(-c3ccc(Cl)cc3)n2)cc1,-3.1,-4.3,-6.5,12.7,3.7,-5.3,3.9,0.2,-1.1
CC(=O)Oc1ccc(N2C(=O)C3C4C=CC(CC4)C3C2=O)cc1[N+](=O)[O-] (stereo unspecified),-1.8,10.1,2.0,2.9,-4.7,3.9,0.8,-1.2,0.9
COc1ccc(C(C)NC(=O)Cc2cccs2)cc1 (stereo unspecified),0.2,4.1,-2.4,3.6,-5.5,6.5,-3.8,-3.2,2.8
CC1CCC2(CC1)NC(=O)N(CC(=O)Nc1ccc3c(c1)OCO3)C2=O (stereo unspecified),-1.3,4.1,-5.7,8.6,·,·,6.5,·,6.2
c1ccc(OCc2nnc3sc(-c4cccs4)nn23)cc1,3.3,-1.1,-2.8,2.5,7.2,-0.4,5.6,1.1,-0.6
COc1ccc2oc(=O)c(C(=O)NCc3ccc(C)cc3)cc2c1,-1.0,6.1,1.0,3.8,4.4,-4.5,-1.2,-1.7,-4.4
N#CC1(c2ccccc2)CCN(S(=O)(=O)c2ccc(OC(F)(F)F)cc2)CC1,3.8,-17.1,-5.7,1.2,0.9,-10.6,8.2,-2.3,1.9
CC(C)[C@H](NC(=O)c1ccccc1Cl)C(=O)OCC(=O)NC(=O)NC1CCCC1,7.2,17.4,1.8,11.1,10.3,6.9,1.0,2.9,0.3
O=C(Nc1cccc(C(F)(F)F)c1)Oc1ccc(Cl)c2cccnc12,1.1,8.1,-10.4,10.0,-41.0,0.5,-13.6,-22.7,6.1
c1ccc(OCc2nn3c(-c4cccnc4)nnc3s2)cc1,3.1,10.0,-1.0,2.6,-5.8,1.6,2.5,-1.7,8.3
COc1ccc2oc(C(=O)Nc3nc(-c4ccccn4)cs3)c(C)c2c1,-2.7,-8.0,-10.4,8.9,-15.0,-10.0,13.8,-6.7,4.7
O=C(/C=C/c1ccccc1)OCc1cnc(Cl)s1,0.2,-0.1,-4.5,0.9,4.9,13.2,4.5,-4.9,6.5
COC(=O)C(Cc1c[nH]c2ccccc12)NC(=O)C(C)C (stereo unspecified),8.5,-5.4,5.3,-6.9,-6.0,-1.9,1.9,0.0,3.0
CCCCCCSc1cc(-c2nc3ccc(C)cn3c2NCCCC)ccc1OC,6.9,23.2,-1.9,8.7,·,·,12.4,·,-4.1
O=C(NC(=S)Nc1ccccc1N1CCCC1)c1ccc(F)cc1,2.8,-26.3,-1.2,-6.1,-8.3,24.1,6.0,-7.0,3.9
O=C(NC1CCCCC1)c1ccc(COc2ccccc2)o1,0.3,31.8,-1.4,-1.9,5.3,10.5,5.2,-0.9,1.4
Cc1ccc(-n2c(=O)c3sccc3n(Cc3cc(=O)n4ccccc4n3)c2=O)cc1F,·,-8.8,1.2,·,-2.1,2.8,-5.1,-1.5,·
O=C1CCCN1c1ccc(S(=O)(=O)NCCc2ccc(Cl)cc2)cc1,-4.0,-70.2,3.1,5.0,10.5,31.9,21.4,1.9,6.5

# Part of the list above, set out differently:
molecule | PAFAH2 FP inh | PREPL inh | PAD4 FP inh | PAFAH1B3 inh | LYPLA2 inh | GSTO1 inh | pPAFAH FP inh | LYPLA1 counter | PAFAH1B2 FP inh
CC(C)[C@H](NC(=O)c1ccccc1Cl)C(=O)OCC(=O)NC(=O)NC1CCCC1 | 7.2 | 17.4 | 1.8 | 11.1 | 10.3 | 6.9 | 1.0 | 2.9 | 0.3
O=C(NNC(=O)c1ccccc1Cl)c1ccc2c(=O)n3c(nc2c1)CCC3 | 2.3 | 6.1 | 1.9 | 11.0 | 0.9 | · | -1.0 | 3.0 | 0.6
O=C(O)CSCC(=O)NCc1ccc(Cl)cc1 | 3.0 | -2.8 | 3.3 | -1.0 | -6.1 | 2.6 | -2.3 | 0.2 | 4.5
